Yp Topo-I inh – Y. pestis Topo-I inhibition via cleavage products. Y. pestis Topo-I cleavage product accumulation, plate reader. activity, % at 10 µM. 360,000 compounds, 0.064% hits; in the data active means activity above about 50%, passing the limit was not always enough; inconclusive means no clear call, values can overlap the other calls; further: inactives centre near 2
TcdB inh – TcdB glycohydrolase inhibition. P18177. TcdB glycohydrolase enzymatic assay, plate reader. inhibition, % at 9.99 µM. 350,000 compounds, 0.24% hits. AID 652162; in the data active means inhibition above about 10%
Anthrax LF inh2 – anthrax lethal factor protease inhibition | 360,000 compounds, 0.12% hits | multiplex microsphere protease cleavage assay, LF | inhibition, % at 10 µM | P15917; further: plate controls were buffer without enzyme for full effect and enzyme alone for no effect
Target sequence (P15917 whole entry, looked up): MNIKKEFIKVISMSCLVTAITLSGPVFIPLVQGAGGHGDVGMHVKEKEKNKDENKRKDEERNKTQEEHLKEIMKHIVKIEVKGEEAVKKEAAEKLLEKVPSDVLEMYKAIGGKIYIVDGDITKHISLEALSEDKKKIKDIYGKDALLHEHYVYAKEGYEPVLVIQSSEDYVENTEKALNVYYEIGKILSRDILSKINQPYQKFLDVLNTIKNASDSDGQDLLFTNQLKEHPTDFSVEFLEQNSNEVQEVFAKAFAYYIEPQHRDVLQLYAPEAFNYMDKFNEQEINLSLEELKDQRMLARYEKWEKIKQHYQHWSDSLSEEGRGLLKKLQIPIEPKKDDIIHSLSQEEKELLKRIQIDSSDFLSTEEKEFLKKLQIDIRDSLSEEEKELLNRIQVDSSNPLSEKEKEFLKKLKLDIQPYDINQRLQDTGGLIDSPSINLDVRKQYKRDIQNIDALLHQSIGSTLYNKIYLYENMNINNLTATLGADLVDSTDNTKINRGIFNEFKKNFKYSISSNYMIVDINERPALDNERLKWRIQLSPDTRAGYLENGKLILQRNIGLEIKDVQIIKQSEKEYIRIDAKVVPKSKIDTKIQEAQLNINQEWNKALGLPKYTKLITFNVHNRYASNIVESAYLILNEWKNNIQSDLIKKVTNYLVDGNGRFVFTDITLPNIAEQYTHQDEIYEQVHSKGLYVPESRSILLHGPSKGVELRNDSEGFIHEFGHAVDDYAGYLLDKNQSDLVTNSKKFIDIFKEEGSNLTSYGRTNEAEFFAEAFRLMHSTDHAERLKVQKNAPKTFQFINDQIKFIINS
PfHsp40 yeast – rescue of PfHsp40-mediated yeast toxicity. S. cerevisiae expressing PfHsp40, growth rescue, ATP luminescence. growth rescue, % at 12.5 µM. 340,000 compounds, 0.68% hits. AID 504582; in the data active means growth rescue above about 28%, passing the limit was not always enough; inconclusive means no clear call, values can overlap the other calls;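 further: yeast W303a lacking pdr1 and pdr3 grown in galactose medium; growth measured after three days at 30 °C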
BoNT-A LC inh2 – BoNT A light chain protease inhibition | multiplex microsphere protease substrate cleavage, flow cytometry | AID 588499 | 360,000 compounds, 0.17% hits | inhibition, % at 10 µM; further: plate controls were buffer without enzyme for full effect and enzyme alone for no effect
VHR inh abs – inhibitors of human VHR1 phosphatase (DUSP3). inhibition, % at 13.3 µM. recombinant VHR phosphatase, pNPP absorbance. AID 1654. P51452. 290,000 compounds, 0.52% hits; in the data active means inhibition above about 50%; further: some compounds called inactive have numbers as strong as hits
Target sequence (P51452 whole entry, looked up): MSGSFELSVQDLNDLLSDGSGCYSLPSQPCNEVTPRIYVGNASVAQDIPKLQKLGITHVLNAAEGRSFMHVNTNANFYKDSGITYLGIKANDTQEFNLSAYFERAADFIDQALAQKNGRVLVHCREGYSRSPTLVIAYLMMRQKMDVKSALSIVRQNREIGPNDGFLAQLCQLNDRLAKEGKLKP
SARS 3CLpro inh – SARS-CoV 3CLpro protease inhibition; P0C6X7; recombinant SARS-CoV 3CLpro, quenched FRET peptide cleavage; inhibition, % at 6 µM; 290,000 compounds, 0.14% hits; AID 1706; in the data active means inhibition above about 12%
BH1578 lux ind – quorum light induction in luxS cqsA deficient V. cholerae | V. cholerae BH1578 lux reporter, luminescence, 6 h | activation, % at 18.7 µM | 350,000 compounds, 0.16% hits | AID 588436; in the data active means activation mostly above about 9.7%, no sharp cut-off; inconclusive means no clear call, values can overlap the other calls; inactive means mostly below about 3.7%; further: not every result past the cut was called active; inactives centre near 0; reference of the scale not given here
CCHF vOTU inh – blocks the CCHF virus ovarian tumor domain protease | inhibition, % at 11.5 µM | CCHFV vOTU protease, Pep-AMC fluorescence | AID 651958 | 370,000 compounds, 0.55% hits; in the data active means inhibition above about 30%; further: 0% = vehicle wells with enzyme and 100% = no enzyme wells
SSB-PriA inh – inhibitors of Klebsiella pneumoniae PriA binding to SSB C-terminal tail; AlphaScreen SSBct-PriA binding, biotinylated peptide; 430,000 compounds, 0.6% hits; inhibition, % at 33 µM; AID 1272365; in the data active means inhibition mostly above about 37%, no sharp cut-off; inactive means mostly below about 20%;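 further: plate controls were negative control peptide for no effect and reference peptide for full effect; strong numbers were not always called active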
The depositor's hits bear a star; i = inactive; ? = inconclusive; nt = no result given; & = joins results of further samples. Unless noted, no stated cut-off is given here; in the data, active means inhibition above about 30%; inconclusive means no clear call, values can overlap the other calls; inactive means below that.

SMILES	Yp Topo-I inh	TcdB inh	Anthrax LF inh2	PfHsp40 yeast	BoNT-A LC inh2	VHR inh abs	SARS 3CLpro inh	BH1578 lux ind	CCHF vOTU inh	SSB-PriA inh
CCn1nc(C(=O)NC2=NCCS2)c2ccccc2c1=O	4	nt	2	-0.3	-0.6	19	0	-0.3	2	-6
Cc1cc(C)cc(NC(=O)C(=O)NCC2CCCO2)c1 (stereo not drawn)	8	1.4	1	0.8	-1.0	20	7	nt	-5	-4
O=C(C1CCCCN1S(=O)(=O)c1ccc(F)cc1)N1CCN(c2ccccc2F)CC1 (stereo not drawn)	37	-0.5	2	1.3	-0.6	24	1	-0.4	-2	5
Cc1ccc(F)c(S(=O)(=O)NC(=O)C2(C)CCN2C(=O)Cc2ccc(-c3ccccc3)cc2)c1 (stereo not drawn)	14	-1.3	-8	nt	-1.1	nt	nt	i	3	nt
O=C(c1ccc2c(c1)OCO2)C1CCCN(Cc2ccc3nsnc3c2)C1 (stereo not drawn)	-1	0.4	0	2.2	0.4	15	4	-0.6	-15	-13
COc1ccc(-c2[nH]ncc2CNC(C)CCn2cccn2)c(F)c1 (stereo not drawn)	3	1.9	0	-0.3	-1.1	8	4	i	-6	-5
O=C(NCCCN1CCCC1=O)c1cccc(S(=O)(=O)Nc2ccc(F)cc2)c1	3	1.4	-15	-1.5	0.2	nt	nt	-0.5	0	-9
Cc1cccc(NC(=O)Nc2ccc(F)cc2)n1	-3	0.5	20	-1.4	2.2	-2	-8	-0.4	4	-1
COc1ccccc1C(=O)NCc1nnc(SC(C)C(=O)Nc2nccs2)n1C (stereo not drawn)	5	0.8	-12	2.4	0.0	17	1	-3.8	-18	-9
COc1ccc(N(CC(=O)NCc2ccco2)C(=O)CCC(=O)Nc2nccs2)c(OC)c1	11	1.3	-8	0.4	1.9	11	2	-0.3	-17	3
COc1cc2cc(C[C@H](C)O)oc(=O)c2cc1OC	-4	nt	-1	-1.6	-0.3	nt	nt	i	-3	3
COc1ccc(NC(=O)CCSc2nnc(C)s2)cc1	3	nt	8	-0.8	-0.1	14	3	-0.3	-8	-11
COc1ccc2[nH]c(=O)c(CN(CCCN(C)C)C(=O)Nc3ccc(F)cc3)cc2c1	-12	nt	-4	0.2	-0.6	29	-1	i	5	-17
Cc1c(C)n(-c2ccc(Cl)cc2)c2ncnc(N)c12	1	-7.7	-4	-0.4	2.5	12	-1	1.1	11	0
CNc1ccc2c3c(cccc13)C(=O)N(C)C2=O	-10	-1.6	2	1.7	3.5	-14	-28	i	13	-3
[Cl][Pt+2][Cl].[NH-]C1CCCCC1[NH-] (stereo not drawn)	-2	1.9	-4	-0.9	1.6	nt	nt	-0.5	9	1
O=C(CSCc1ccccc1)Nc1cccc(F)c1	4	nt	-1	2.8	-0.3	14	-2	-3.7	11	-22
Cn1cc(C(=O)Cc2ccccc2)c2ccccc21	-1	1.5	0	2.2	0.2	17	8	i	-3	-38&-15
Cc1ccc(NC(=O)CN2C(=O)NC3(CCc4ccccc43)C2=O)cc1S(=O)(=O)N1CCCCC1 (stereo not drawn)	9	1.1	0	0.1	1.3	nt	nt	i	9	4
O=C(CSc1ccc(-c2ccco2)nn1)NCc1ccccc1Cl	6	nt	0	0.0	0.5	16	2	-0.1	-17	1&4
COc1ccc(/C=N/N2C(C)CCCC2C)cc1OC (stereo not drawn)	-2	0.4	3	0.1	0.7	5	-1	0.6	6	nt
CCOCCCNC(=O)CN(c1cc([N+](=O)[O-])ccc1OC)S(C)(=O)=O	-16	0.0	4	-0.5	-2.6	11	0	-0.1	6	2
C=CCOC(=O)COc1ccc2c(C)c(C)c(=O)oc2c1C	-5	nt	-4	-1.4	-0.9	18	-8	-0.3	-11	-8
Cc1cc(Nc2ccc3c(c2)OCCO3)c2cc(Cl)ccc2n1	2	nt	0	-0.2	-1.2	3	2	-0.3	6	5
COc1ccccc1N1CCN(C(=O)/C=C/c2ccc3c(c2)OCO3)CC1	17	nt	-2	-0.4	-0.6	14	2	-0.9	-5	-3

(listing goes on)
SMILES	Yp Topo-I inh	TcdB inh	Anthrax LF inh2	PfHsp40 yeast	BoNT-A LC inh2	VHR inh abs	SARS 3CLpro inh	BH1578 lux ind	CCHF vOTU inh	SSB-PriA inh
CC(=O)Nc1c(Br)cc(N2C(=O)CCC2=O)cc1Br	-8	nt	-2	-0.6	-1.1	8	-5	-5.4	-2	-16
O=C(Nc1ccc(F)cc1)c1c(O)c2c(n(Cc3ccccc3)c1=O)CCCC2	6	0.2	-1	-1.0	-1.0	-3	0	i	-8	1
O=C(CCc1ccccc1)OCC(=O)c1ccc(Br)cc1	-2	0.3	-2	-1.7	0.2	-15	0	-2.9	18	2
O=S(=O)(c1ccc(F)cc1)N1CCC(N2CCCCCC2)CC1	-5	nt	-4	-0.5	0.5	22	4	2.0	-4	-3
COc1ccc(CCNc2ccncn2)cc1	2	nt	-10	0.7	0.2	9	0	i	1	-6
Cc1cccc(CC(=O)N2CCCC2)c1	-11	-1.4	3	-0.6	-1.4	-20	0	0.1	2	5
CCOC(=O)C1=C(C)NC(=O)NC1c1ccco1 (stereo not drawn)	9	-0.8	0	-0.3	-0.6	2	-4	-0.2	11	-2
CCCCSc1nnc2n(CCc3ccccc3)c(=O)c3c4c(sc3n12)COC(C)(C)C4	9	nt	2	-1.3	0.5	1	-2	i	-10	-13
CC1CCC(NC(=O)CCNS(=O)(=O)c2ccc3c(c2)CCC(=O)N3)CC1 (stereo not drawn)	0	0.1	-2	0.2	-1.9	23	-1	-0.2	-6	-7
Cc1ccccc1NC(=O)N1c2ccccc2CC1C (stereo not drawn)	1	nt	-3	0.4	-1.1	1	3	-0.9	-16	-21
O=C1C=C(c2ccccc2)CCC1	11	0.2	3	-1.5	-0.2	9	-1	i	2	-6
O=C1CN(C(=O)COC(=O)CCSc2ccccc2Cl)c2ccccc2N1	-11	-0.1	0	2.0	-0.3	20	-2	-0.2	0	-7
CC(NC(=O)COC(=O)C1CCN(S(=O)(=O)c2ccccc2C(F)(F)F)CC1)c1ccccc1 (stereo not drawn)	10	-5.9	-6	-1.7	-1.4	-13	2	-0.6	6	-4
Cc1cc(C)c(CN2CCC(n3nccc3NC(=O)CCOc3ccccc3)CC2)cc1C	3	2.4	-4	-1.2	-1.5	9	-2	-0.4	6	8
Cc1ccc(S(=O)(=O)N/N=C/c2ccc(C(=O)O)cc2)cc1	-3	nt	0	1.3	0.2	-1	6	i	7	nt
COC(=O)CCC(=O)OC1(C)C(=O)C2=CN(C3CCCC3)C(c3ccc(OC)cc3)=CC2=C(Br)C1=O (stereo not drawn)	0	-0.7	-44	1.6	8.4	0	nt	i	16	10
COc1ccc(C(=O)Nc2cc([N+](=O)[O-])ccc2N2CCCC2)cc1	-7	0.2	-4	0.5	0.2	8	3	-0.4	6	6
Cc1cnc(C)c(Nc2nc(C(N)Cc3ccc(C(F)(F)F)cc3)cs2)n1 (stereo not drawn)	-12	1.9	-5	nt	-0.3	nt	nt	i	25	nt
CNC(=O)c1cccc(NC(=O)C(C)c2ccc3cc(OC)ccc3c2)c1 (stereo not drawn)	2	1.3	-4	1.2	-5.7	-35	1	i	9	-2
CCOCCCNC(=O)C(NC(=O)c1ccccc1O)c1ccc(C)cc1 (stereo not drawn)	3	0.3	-10	1.5	0.0	12	1	i	-23	-16
Cc1ccc2nc(NC(=O)CNS(=O)(=O)c3ccc(Br)s3)sc2c1	-7	nt	0	1.7	5.8	4	3	0.8	-6	-12
COc1cc(OC)c(OC)cc1CN1CCN(C(=O)COc2ccc3ccccc3c2)CC1	21	0.2	2	-1.0	-6.0	-10	-1	-0.5	-7	15
COc1ccc(C(=O)/C=C(/C)N(C)C)cc1	-3	nt	2	0.9	0.7	49	4	-5.0	2	-8
CCOc1ccc(/C=N/NC(=O)CN2CCSCC2)cc1	2	nt	-2	-0.3	0.7	25	3	i	6	nt
O=C(/C=C/Nc1ccc(S(=O)(=O)Nc2ncccn2)cc1)c1cccs1	-5	-0.2	-1	0.6	0.5	25	-4	-0.6	2	-1

Some of the entries so far, in markdown.
| smiles | Yp Topo-I inh | TcdB inh | Anthrax LF inh2 | PfHsp40 yeast | BoNT-A LC inh2 | VHR inh abs | SARS 3CLpro inh | BH1578 lux ind | CCHF vOTU inh | SSB-PriA inh |
| --- | --- | --- | --- | --- | --- | --- | --- | --- | --- | --- |
| COc1ccc(CCNc2ccncn2)cc1 | 2 | nt | -10 | 0.7 | 0.2 | 9 | 0 | i | 1 | -6 |
| Cc1cccc(CC(=O)N2CCCC2)c1 | -11 | -1.4 | 3 | -0.6 | -1.4 | -20 | 0 | 0.1 | 2 | 5 |
| CCOC(=O)C1=C(C)NC(=O)NC1c1ccco1 (stereo not drawn) | 9 | -0.8 | 0 | -0.3 | -0.6 | 2 | -4 | -0.2 | 11 | -2 |
| CCCCSc1nnc2n(CCc3ccccc3)c(=O)c3c4c(sc3n12)COC(C)(C)C4 | 9 | nt | 2 | -1.3 | 0.5 | 1 | -2 | i | -10 | -13 |

(next part)
SMILES	Yp Topo-I inh	TcdB inh	Anthrax LF inh2	PfHsp40 yeast	BoNT-A LC inh2	VHR inh abs	SARS 3CLpro inh	BH1578 lux ind	CCHF vOTU inh	SSB-PriA inh
CC(C)[C@H]1C(=O)N2CCC[C@H]2[C@]2(O)O[C@](NC(=O)[C@@H]3C=C4c5cccc6[nH]cc(c56)C[C@H]4N(C)C3)(C(C)C)C(=O)N12	6	nt	-33	0.0	2.2	5	-5	4.2	nt	5
Cc1cccc(C(=O)OCC(=O)NCC2CCCO2)c1O (stereo not drawn)	1	0.6	0	-1.2	0.2	nt	nt	i	9	-14
O=C(Nc1cccc(-c2cn3cccnc3n2)c1)c1ccc2c(c1)OCO2	1	0.6	-5	0.8	?	10	-1	-0.6	-103	-8
CCN(CC)CCCN=Cc1c(O)n(CCc2ccc(F)cc2)c(=O)[nH]c1=O	-2	nt	-4	1.4	-0.3	13	-2	0.5	11	1
COc1ccc(/C=C(/CC(=O)Nc2ccccc2)c2nc3ccccc3s2)cc1	-5	0.5	-4	-0.5	2.0	38	7	0.2	2	-1
O=C(NNS(=O)(=O)Cc1ccccc1)c1ccc([N+](=O)[O-])cc1	1	-0.7	8	-0.5	0.6	-4	3	-0.4	-9	-10
CC(C)C(NC(=O)c1ccccc1F)C(=O)NCCCn1ccnc1 (stereo not drawn)	-8	0.3	-3	-0.5	-3.5	nt	nt	-1.6	-10	-18
O=C(Nc1cccc(Cl)c1)NC1CCCCC1	-1	nt	-5	-0.1	-1.0	27	5	-0.7	-3	-41
CCCCOc1ccc(C2CC(=O)NC2=O)cc1 (stereo not drawn)	4	nt	8	-0.7	1.6	7	-7	-0.4	-2	-1
CC[C@H](NC(=O)/C=C/[C@H]1O[C@@H](n2cc(C)c(=O)[nH]c2=O)C[C@@H]1O)c1ccccc1	nt	-0.4	-5	nt	0.7	nt	nt	nt	9	nt

Compounds from the list above that have bromine, in the order listed:
SMILES	Yp Topo-I inh	TcdB inh	Anthrax LF inh2	PfHsp40 yeast	BoNT-A LC inh2	VHR inh abs	SARS 3CLpro inh	BH1578 lux ind	CCHF vOTU inh	SSB-PriA inh
CC(=O)Nc1c(Br)cc(N2C(=O)CCC2=O)cc1Br	-8	nt	-2	-0.6	-1.1	8	-5	-5.4	-2	-16
O=C(CCc1ccccc1)OCC(=O)c1ccc(Br)cc1	-2	0.3	-2	-1.7	0.2	-15	0	-2.9	18	2
COC(=O)CCC(=O)OC1(C)C(=O)C2=CN(C3CCCC3)C(c3ccc(OC)cc3)=CC2=C(Br)C1=O (stereo not drawn)	0	-0.7	-44	1.6	8.4	0	nt	i	16	10
Cc1ccc2nc(NC(=O)CNS(=O)(=O)c3ccc(Br)s3)sc2c1	-7	nt	0	1.7	5.8	4	3	0.8	-6	-12

Compound activity as filed in PubChem.

The list is partial (hit frequency here may not be typical).
